Hsp70 displacement: small molecules displacing fluorescent ligand from Hsp70 – biochemical, fluorescence polarization, primary screen (AID 583). Hsp70 fluorescence polarization probe displacement, mP; higher % means a stronger effect. displacement, % at 20 µM, or IC50 in µM where a hit was titrated. hit rate 0.06% among 140,000; in the data active = displacement above about 50%;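 also: plate controls were vehicle for no effect and reference ligand for full effect; a part of the inactive calls stands beside numbers as strong as those of hits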
Rat MKP-3 inhibitors: MKP-3 phosphatase inhibitors, primary screen, biochemical, rat enzyme, in vitro (AID 425). recombinant MKP-3 phosphatase activity, fluorescence; higher % means a stronger effect. one-dose inhibition, % at 20 µM; IC50 in µM for titrated hits. hit rate 0.17% among 110,000; in the data active = inhibition above about 50%;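 also: plate controls were vehicle for no effect and reference inhibitor for full effect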
The depositor's hits bear a star; . = no result given; & = joins results of further samples.

Hsp70 displacement	Rat MKP-3 inhibitors	mol
8.8%	9%	CCOc1ccccc1-c1nc(-c2ccc(NC(=O)Cc3ccc(OC)cc3)cc2)no1
2.4%	-14%	O=C(NCc1ccc(F)cc1)c1cc(S(=O)(=O)N2CCOCC2)ccc1F
5.9%	.	Cc1c(C=O)c2ccccn2c1C(=O)c1ccncc1
-0.2%	-9%	CC(=O)Nc1c(OC(C)=O)ccc2c(C)cc(=O)oc12
2.8%	-4%	CSC1=C(C#N)C(c2cccs2)CC(=O)N1 (stereo not given)
0.8%	4%	Cc1cc(C(=O)Nc2ccc(NC(=O)C(=O)O)cc2)c(C)o1
-0.3%	-8%	CCN(CC)C(=O)Cn1c(=O)n(-c2ccccc2)c(=O)n1CC(=O)N(CC)CC
3.9%	-6%	O=C(NC1=NCCS1)c1nc(-c2ccccc2)n(-c2ccccc2)n1
2.2%	.	O=C(CN(C1CCCCC1)S(=O)(=O)c1ccccc1)NCc1ccco1
6.3%	-1%	O=C(Nc1ccccc1)Nc1nnc(COc2ccc(F)cc2)s1
-9.6%	-5%	Cc1c(N=C2Nc3cccc4cccc2c34)c(=O)n(-c2ccccc2)n1C
2.6%	-10%	O/N=C/CCn1c(=S)sc2ccccc21
-0.4%	6%	Cc1cc(=O)oc2c(C)c(OCC(=O)c3ccc(Cl)cc3)ccc12
-1.0%	2%	O=C1NN(c2ccccc2)C(=O)/C1=C/c1ccc(OCCOCCOc2ccccc2)cc1
3.9%	-2%	C=CCc1cc(/C=C2\C(=O)NC(=O)N(c3ccc(C)cc3)C2=O)cc(OC)c1OCC(=O)O
3.3%	-7%	COc1ccc(CCC(=O)NC2=NCCS2)cc1OC
0.2%	.	Cc1ccc(N2C(N)=C(C#N)C(c3ccsc3)C3=C2CC(C)(C)CC3=O)cc1 (stereo not given)
0.2%	-5%	O=S(=O)(NCc1cn2ccccc2n1)c1cc(F)ccc1F
0.5%	4%	CC(C)(C)c1nnc(NC(=O)c2cccc([N+](=O)[O-])c2)s1
6.3%	4%	COc1ccc(C2C(C(=O)NCc3ccco3)CCC(=O)N2c2ccc(OC)cc2)cc1 (stereo not given)
3.2%	2%	COc1ccc(O)c(C=Nc2cc(C)on2)c1
8.1%&-7.8%	2%&2%	CCOC(=O)c1ccc(NS(=O)(=O)c2cc(-c3nnnn3CC)ccc2OC)cc1
-5.6%	-2%	CCCC1Cc2c(sc3ncnc(N)c23)CO1 (stereo not given)
8.0%	0%	COc1ccc(C(=O)NCCn2ccc3ccccc32)c(OC)c1

Rewritten as labelled records: entries from further up.
CC(=O)Nc1c(OC(C)=O)ccc2c(C)cc(=O)oc12
  Hsp70 displacement = -0.2% | Rat MKP-3 inhibitors = -9%
O=C(NCc1ccc(F)cc1)c1cc(S(=O)(=O)N2CCOCC2)ccc1F
  Hsp70 displacement = 2.4% | Rat MKP-3 inhibitors = -14%
CSC1=C(C#N)C(c2cccs2)CC(=O)N1 (stereo not given)
  Hsp70 displacement = 2.8% | Rat MKP-3 inhibitors = -4%

Some of these compounds in order of the Hsp70 displacement value, largest number first:
Hsp70 displacement	Rat MKP-3 inhibitors	mol
6.3%	4%	COc1ccc(C2C(C(=O)NCc3ccco3)CCC(=O)N2c2ccc(OC)cc2)cc1 (stereo not given)
3.2%	2%	COc1ccc(O)c(C=Nc2cc(C)on2)c1
0.2%	.	Cc1ccc(N2C(N)=C(C#N)C(c3ccsc3)C3=C2CC(C)(C)CC3=O)cc1 (stereo not given)

Further structures follow.
Hsp70 displacement	Rat MKP-3 inhibitors	mol
1.0%	-7%	Cc1ccc(C)c(-c2nnc(OCC(=O)Nc3cc(C)on3)c3ccccc23)c1
1.1%	0%	COc1ccc(C2CC(=O)C3=C(C2)Nc2ccccc2NC3c2coc3ccc(C)cc3c2=O)cc1 (stereo not given)
2.7%	.	Cc1cccc(-c2oc(C)c(C)[n+]2[O-])c1
-6.3%	-7%	Cc1ccc2cccc(S(=O)(=O)Nc3c(C)n(C)n(-c4ccccc4)c3=O)c2n1
4.0%	-12%	CCOc1ccccc1NC(=O)C1CCCN(S(=O)(=O)c2cccc3nsnc23)C1 (stereo not given)
9.6%	.	Cc1cccc(NCN2C(=O)C3C4C=CC(C4)C3C2=O)c1 (stereo not given)
-1.8%	1%	COc1ccc(O)c(-c2c(-c3ccc(C)cc3)n[nH]c2C)c1
2.4%	0%	COc1cc(NC(=O)S(=O)(=O)c2ccccc2)ccc1NC(=O)c1ccco1
2.8%&1.2%	1%	CC1CC(N(C(=O)c2ccco2)c2ccccc2)c2ccccc2N1C(=O)c1ccco1 (stereo not given)
-1.0%	3%	COCCCNC(=O)CCc1nc2cccnc2n1Cc1ccc(OC)cc1
2.2%	0%	CCOC(=O)c1cc(CC)sc1NC(=O)COc1ccc(Cl)cc1Cl
9.9%	-3%	CCC(=O)N1CCc2cc(Br)cc(S(=O)(=O)CCC(=O)NCC3CCCO3)c21 (stereo not given)
3.8%	2%	Cc1ccc2[nH]c(C)c(CC(=O)N/N=C/c3ccc[nH]3)c2c1
-2.8%	.	Cc1ccc(CN(C(=O)c2sc3ccccc3c2Cl)C2CCS(=O)(=O)C2)cc1 (stereo not given)
-1.2%	4%	COc1ccc(Br)cc1C(=O)Nc1nc(C)cs1
2.2%	-43%	CC1(C)CC(=O)C2=C(C1)NC(SCC(=O)Nc1ccccc1)=C(C#N)C2c1ccco1 (stereo not given)
-3.1%	8%	CCOc1ccc(C2=CS/C(=C(\C#N)c3nnc4n3CCCCC4)N2CC)cc1
5.6%	.	Cc1cccc(N2C(=O)C(Cl)=C(Nc3c(C)n(C)n(-c4ccccc4)c3=O)C2=O)c1C
6.1%	.	COc1ccc(C(=O)COC(=O)CNC(=O)C2CCCCC2)c(OC)c1
2.8%	-10%	O=C(OCC(=O)N1CCCC1)c1ccccc1OCc1ccccc1
3.2%	-1%	COc1ccccc1Nc1nc(C)c([N+](=O)[O-])c(Nc2ccccc2)n1
0.7%	-2%	CS(=O)(=O)N(Cc1ccc(C(=O)NCc2ccc(Cl)cc2Cl)cc1)c1ccccc1
6.8%	5%	COc1ccc(-c2nc(-c3cccnc3)no2)cc1
3.7%	-3%	O=C1C(Nc2ccccc2)=CC(c2ccc(Cl)cc2)N1c1ccccc1 (stereo not given)
-8.1%	3%	CCOc1cc(/C=C2\C(=O)NC(=O)N(c3ccc(Br)c(C)c3)C2=O)ccc1OC
-3.7%	.	COc1ccc(N(CC(O)CN2C(=O)NC(C)(C)C2=O)S(=O)(=O)c2ccccc2)cc1 (stereo not given)
-7.0%	.	Cc1c(NC(=O)CSc2nc3ccc(Cl)cc3[nH]2)c(=O)n(-c2ccccc2)n1C
6.8%	.	CCC1CCCCN1Cc1ccc(OC)c(C)c1C (stereo not given)
2.4%	-5%	COC(=O)c1ccccc1NC(=O)NC1CCN(Cc2ccccc2)CC1
-3.3%	.	CC(C)c1ccc(NC(=O)C(c2ccccc2)N2CCC3(CC2)OCCO3)cc1 (stereo not given)
9.2%	122%*	COC(=O)c1c2nc3ccccc3sc-2cc(=O)c1N
-5.3%	0%	O=C1/C(=C\c2ccc(O)c(O)c2)SC(=S)N1c1cccc(C(F)(F)F)c1
13%	.	COc1ccc(NC(=O)c2ccccc2NC(=O)COc2ccccc2)cc1
1.0%	.	COCC(C)n1c(C)cc(C(=O)CSc2nnc(Nc3ccccc3F)s2)c1C (stereo not given)
-1.4%	-1%	O=C(Cn1nnc2ccccc2c1=O)NC1CCCc2ccccc21 (stereo not given)
3.7%	4%	COc1ccc2[nH]c(C)c(CCC(=O)O)c(=O)c2c1
8.0%	.	C=CCN(c1ccccc1)S(=O)(=O)c1cccc(C(=O)O)c1
-0.2%	.	O=C(Cn1c(=O)n(CC2CCCO2)c(=O)c2ccccc21)c1ccc(Cl)c(Cl)c1 (stereo not given)
1.4%	-2%	CN(C)c1nc(NS(=O)(=O)c2ccc(Cl)cc2)nc(N(C)C)n1
5.9%	-3%	CC(=O)N(Cc1cccnc1)Cc1cc2ccc(C)cc2[nH]c1=O
0.0%	7%	COc1cc(NC(=O)C(c2ccccc2)c2ccccc2)cc(OC)c1
4.5%	6%	O=C(COc1ccc(Cl)cc1Cl)N1CCN(C(=O)COc2ccc(Cl)cc2Cl)CC1
-1.6%	10%	O=C(COc1ccc2ccccc2c1)Nc1ccc(NC(=O)c2ccco2)c(Cl)c1
3.5%	.	COc1ccc(Cc2nc(-c3cccc(C)c3)no2)cc1
-6.9%	.	COc1cccc(CN(Cc2ccco2)S(=O)(=O)c2ccc(S(=O)(=O)NCc3ccccc3)cc2)c1OC
-2.3%	.	CC(C)CN1C(=O)C(=O)N(CC(=O)NCc2ccc3c(c2)OCO3)C1=O
-0.9%	.	COc1ccccc1C(=O)Nc1cc2ccccc2oc1=O
4.4%	1%	CC(OC(=O)c1cc(=O)[nH]c2ccccc12)c1ccccc1 (stereo not given)
6.3%	.	CC(C)CNC(=O)COc1ncnc2ccccc12
0.7%	.	CC1CC(C)CN(C(=O)c2ccccc2Nc2ccc(SC(F)F)cc2)C1 (stereo not given)
-2.3%	.	Cc1ccc2c(c1)c1c(n2CC(O)Cn2ccnc2C)C(=O)CCC1 (stereo not given)
-2.0%	-9%	O=S(=O)(c1ccc(NCC2CCCCC2)nc1)N1CCOCC1
2.3%	-8%	O=C(CSc1ncnc2c1oc1ccccc12)Nc1ccccc1C(F)(F)F
2.2%	-2%	Cc1ccn(C(=O)c2ccc(NC(=O)C3CCCCC3)cc2)n1
-1.1%	.	CCNC(=O)CN(CCc1ccccc1)S(=O)(=O)c1ccc(OC)cc1
-7.1%	.	CCOC(=O)CCCSc1nc2sc3c(c2c(=O)[nH]1)CCC3

Next section
Hsp70 displacement	Rat MKP-3 inhibitors	mol
-1.5%	2%	CCN(C(=O)c1cccc(C(=O)N(CC)c2ccccc2C)c1)c1ccccc1C
-2.9%	3%	CC(Nc1ccc(Br)cc1)C(=O)N/N=C/c1ccc(O)cc1O (stereo not given)
-1.6%	6%	CC(C)OC(=O)c1c(-c2ccc(Br)cc2)csc1N
0.5%	7%	O=C(CN1C(=O)NC2(CCSC2)C1=O)N1CCN(c2ccc(F)cc2)CC1 (stereo not given)
-1.1%	.	Cc1cc(NC(=O)c2cccs2)n(-c2ccccc2)n1
-0.2%	-5%	CCOc1ccc(N(CC(=O)Nc2cccc(OC)c2)S(=O)(=O)c2c(C)noc2C)cc1
6.8%	.	O=C(c1ccco1)N1CCN(c2nc(-c3ccc(F)cc3)cs2)CC1
5.1%	5%	O=C1CC(N2CCN(C/C=C/c3ccccc3)CC2)C(=O)N1Cc1cccs1 (stereo not given)
4.2%	-4%	CCN(C(=O)c1cc(Cl)ccc1OC)c1ccccc1
-0.6%	-6%	C=CCNC(=O)CN(c1ccccc1)S(=O)(=O)c1ccccc1[N+](=O)[O-]
0.6%	-1%	CC1CCCCC1NC(=O)CSc1nnc(COc2ccccc2Cl)o1 (stereo not given)
-3.4%	0%	COc1ccc(N2C(=O)C3ON(c4ccccc4)C(c4ccco4)C3C2=O)cc1 (stereo not given)
-2.3%	.	Cc1ccc(/C=N/NC(=O)Cn2nc(C)c(Br)c2C)o1
-6.5%	-3%	COCCn1c(C2CCCCC2)nc2sc3ccccc3c(=O)c2c1=O
-0.2%	5%	CCOc1cccc(C(=O)Nc2cc(-c3nc4ccccc4[nH]3)ccc2C)c1
-0.4%	0%	O=C1C2C3c4ccccc4C(c4ccccc43)C2C(=O)N1c1cc(C(F)(F)F)ccc1Cl (stereo not given)
5.0%	1%	CCCn1c(N2CCN(S(=O)(=O)Cc3ccccc3)CC2)nc2ccccc21
4.1%	-7%	NC(=O)c1cc(N2C(=O)C3CC=CCC3C2=O)ccc1N1CCCCC1 (stereo not given)
-4.2%	0%	Cc1ccc(C=Nc2ccc(-c3ccc([N+](=O)[O-])cc3)cc2)s1
16%	0%&2%	Cc1cc(C(=O)Nc2ccc(C(=O)O)cc2)c(-c2ccccc2)o1
1.3%	2%	C=CCOc1ccccc1C=C1C(=O)NC(=O)NC1=O
3.4%	10%	CC(C)CNS(=O)(=O)c1ccc(CCC(=O)NCc2ccco2)cc1
-1.3%	0%	O=C(Nc1cccc(Cl)c1)Nc1nnc(Cc2ccc(Cl)cc2Cl)s1
3.4%	1%	O=C(Nc1ccc(Br)c(Cl)c1)C1CC1

Some of the entries so far, with two lines to a compound.
Values run as follows: Hsp70 displacement, Rat MKP-3 inhibitors
> CCCn1c(N2CCN(S(=O)(=O)Cc3ccccc3)CC2)nc2ccccc21
  5.0%, 1%
> NC(=O)c1cc(N2C(=O)C3CC=CCC3C2=O)ccc1N1CCCCC1 (stereo not given)
  4.1%, -7%
> Cc1ccc(C=Nc2ccc(-c3ccc([N+](=O)[O-])cc3)cc2)s1
  -4.2%, 0%
> Cc1cc(C(=O)Nc2ccc(C(=O)O)cc2)c(-c2ccccc2)o1
  16%, 0%&2%
> C=CCOc1ccccc1C=C1C(=O)NC(=O)NC1=O
  1.3%, 2%
> CC(C)CNS(=O)(=O)c1ccc(CCC(=O)NCc2ccco2)cc1
  3.4%, 10%
> O=C(Nc1cccc(Cl)c1)Nc1nnc(Cc2ccc(Cl)cc2Cl)s1
  -1.3%, 0%

(next part)
Hsp70 displacement	Rat MKP-3 inhibitors	mol
0.9%	.	CCCCC1CC(CSC(=N)N)OC1=O (stereo not given)
1.8%	-7%	Cc1ccccc1Cn1nc(C)c(NC(=O)c2noc3c2CCCC3)c1C
0.2%	.	Cc1ccc(Cn2c(SCC(=O)NCC3CCCO3)nc3c(sc4ccccc43)c2=O)cc1 (stereo not given)
2.4%	3%	O=C(COc1ccccc1Cl)Nc1ccc2nn(-c3ccccc3)nc2c1
-1.0%	-4%	Cc1cccc(NC(=O)C2CCCN2C(=O)OC(C)(C)C)c1 (stereo not given)
-2.7%	21%	O=C(/C=C/c1ccccc1F)c1c(-c2ccccc2)c2cc(Cl)ccc2[nH]c1=O

Screening results as filed in PubChem.

Only part of the results is shown; count on the stated rates, not on these rows.
